DT40 TDP1 no CPT: qHTS for Inhibitors of human tyrosyl-DNA phosphodiesterase 1 (TDP1): qHTS in cells in absence of CPT; DT40 Tdp1-/- hTDP1 cells, no CPT, ATP luminescence, 48 h; Potency, µM (top dose mostly 46.2 µM), for inactives: top-dose activity change, negative = growth inhibition, usual class: inhibitors; 420,000 compounds, 15% hits; also: nearly all actives have a fitted effect of over 55% in size
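Luminescent ATP content (CellTiter-Glo) served as the growth readout. Knockout chicken DT40 cells expressing human TDP1 were exposed to compounds without camptothecin for a minimum 48 hr at 37 °C.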
TDP1 cell CPT: DT40-hTDP1 cell growth loss with CPT; Potency, µM (top dose mostly 46.2 µM), for the others: top-dose activity change, negative = growth inhibition, usual class: inhibitors; chicken DT40 Tdp1-/-;hTDP1 cells + 20 nM CPT, ATP luminescence, 48 h; 420,000 compounds, 12% hits; also: nearly all actives have a fitted effect of over 55% in size
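Cell growth measured by CellTiter-Glo luminescence after a minimum 48 h, 37 C compound exposure with 20 nM CPT in Tdp1-knockout DT40 cells stably expressing hTDP1, seeded 400/well; qHTS titration format.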
KAT2A inh: inhibitors of human GCN5L2 histone acetyltransferase; Q92830; Potency, µM (top dose mostly 58.9 µM), for the others: at the top dose activity change, negative = inhibition, most hits filed as inhibitors; 390,000 compounds, 0.21% hits; GCN5L2 HAT assay, ThioGlo1 CoA-SH fluorescence
Target sequence (Q92830 whole entry, looked up): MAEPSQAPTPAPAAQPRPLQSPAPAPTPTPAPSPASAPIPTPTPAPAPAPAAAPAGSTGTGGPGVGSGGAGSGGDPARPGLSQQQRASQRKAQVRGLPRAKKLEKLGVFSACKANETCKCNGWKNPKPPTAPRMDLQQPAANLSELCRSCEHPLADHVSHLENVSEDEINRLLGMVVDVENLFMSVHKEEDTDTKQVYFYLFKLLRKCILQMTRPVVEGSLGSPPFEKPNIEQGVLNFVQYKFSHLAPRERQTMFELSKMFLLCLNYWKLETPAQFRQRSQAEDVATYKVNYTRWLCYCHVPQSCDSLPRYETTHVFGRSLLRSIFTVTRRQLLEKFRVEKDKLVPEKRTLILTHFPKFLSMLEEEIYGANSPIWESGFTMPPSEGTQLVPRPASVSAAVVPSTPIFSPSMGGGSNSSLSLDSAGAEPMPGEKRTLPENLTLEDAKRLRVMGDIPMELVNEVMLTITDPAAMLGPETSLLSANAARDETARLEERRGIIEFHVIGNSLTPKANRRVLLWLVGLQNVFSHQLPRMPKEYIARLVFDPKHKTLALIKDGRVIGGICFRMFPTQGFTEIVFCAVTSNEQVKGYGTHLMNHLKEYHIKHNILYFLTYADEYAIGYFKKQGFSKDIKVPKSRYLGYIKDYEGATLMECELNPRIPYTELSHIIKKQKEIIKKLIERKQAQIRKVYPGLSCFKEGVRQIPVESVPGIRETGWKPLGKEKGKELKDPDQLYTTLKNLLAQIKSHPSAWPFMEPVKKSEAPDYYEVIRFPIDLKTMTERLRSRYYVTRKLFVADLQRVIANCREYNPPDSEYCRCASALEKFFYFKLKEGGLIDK
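Enzyme at 20nM final was mixed with library compounds for 15 min at room temperature. Peptide H3(1-25) at 75uM, acetyl-CoA at 70uM and ThioGlo1 at 50uM were then added. Plates were read immediately and after 20 min (Ex340nm/Em540nm).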
* marks the source's active call; other numbers are inactive results; u = inconclusive; x = not tested or not shown; & = joins results of further samples; [ ] = dose if it differs, or a comment. Calls follow the shape of the dose curve; as a rule, active = well fitted curve in the direction sought with a large enough effect; inconclusive = small, poorly fitted or top-dose-only effect, or another doubt; inactive = no such curve, though single readings can be large; an effect the other way counts as inactive or inconclusive. % is scaled to controls: 0 for no effect and ±100 for the full control effect; potency is read from the fitted curve at half-maximal effect.

SMILES	DT40 TDP1 no CPT	TDP1 cell CPT	KAT2A inh
CC(=O)Nc1cccc(OCC(=O)/C=C2\N(C)c3ccccc3C2(C)C)c1	7.3µM*	6.5µM*	-18%
Cc1cc(=O)nc2c3ccccc3n(C(C)C(=O)NCCC(C)C)n12 (stereo unspecified)	-13%	u	-5%
Fc1ccc(NC(=S)N2CCCc3ccccc32)cc1	u	-9%	0%
C#C[C@]1(O)CC[C@H]2[C@@H]3CCC4=CCCC[C@@H]4[C@H]3C(=C)C[C@@]21CC	-8%	3%	-21%
COCCn1c(SC(C)C(=O)Nc2ccc3c(c2)OCCO3)nc2ccccc2c1=O (stereo unspecified)	u	u	-16%
CCn1c2ccccc2c2cc(NC(=O)N3CCOCC3)ccc21	u	-22%	-5%
Cc1ccc2c(c1)N(Cc1ccncc1)C(=O)C(C)O2 (stereo unspecified)	4%	3%	1%
CCOC(=O)c1c(C)oc2ncnc(N3CCN(c4ccccc4)CC3)c12	8.2µM*	8.2µM*	21%
COC(=O)c1sccc1NC(=O)Nc1cccc(C(C)=O)c1	3%	-5%	-10%
CCOC(=O)c1c(C)[nH]c(C(=O)CN2C(=O)NC(C)(C)C2=O)c1C	-2%	4%	-6%
C=C1NN(CC2CC2)C(=O)N1c1ccc(OCc2ccccc2)cc1	13µM*	u	x
Brc1ccccc1OCCN1CCCC1	-28%	5%	x
FC(F)(F)c1ccccc1Cc1c(-c2ccc(Cl)cc2)nc2c3ccccc3ccn12	26µM*	u	x
COc1cc(CN2CCNC(=O)C2CC(=O)N(C)CCCN2CCOCC2)cc(OC)c1 (stereo unspecified)	4%	-5%	0%
CCN1CCOC(=O)C1CC(=O)Nc1cc(C)ccc1OC (stereo unspecified)	2.6µM*	5.2µM*	-6%
Cn1c(=O)c(CCc2ccccc2)nc2cnc(N3CCOCC3)nc21	9%	-8%	-6%
CCCNC(=O)c1cc(C2CCCN(C(=O)c3ccc4c(c3)CCO4)C2)on1 (stereo unspecified)	7%	5%	x
COc1ccc(C(=O)NCCn2ccc3ccccc32)cc1OC	u	u	-11%
CCOc1ccc(/C=C/C(=O)Nc2ccc3[nH]c(=O)[nH]c3c2)cc1	5%	16%	7%
O=C(CCN1C(=O)c2cccc3cccc(c23)C1=O)NCc1cccnc1	-2%	10%	-2%
CCCN1C(=O)c2ccccc2NC1c1ccc(C)cc1 (stereo unspecified)	-27%	3%	-4%
COCCn1c(=O)[nH]c2cc(C(=O)N3CCN(c4cccc(C(F)(F)F)c4)CC3)ccc2c1=O	13µM*	21µM*	-3%
COc1cc(CNC2CCCCCCC2)cc(Cl)c1OC	u	u	-3%
O=C(COC(=O)/C=C/c1cccc(C(F)(F)F)c1)NC1CCS(=O)(=O)C1 (stereo unspecified)	-13%	-2%	-5%
CC1(C(=O)Nc2nccs2)CCN1C(=O)C1(c2ccccc2)CC1 (stereo unspecified)	-26%	-24%	x

Single records, from the list above. Screens in order: DT40 TDP1 no CPT	TDP1 cell CPT	KAT2A inh
`Cc1ccc2c(c1)N(Cc1ccncc1)C(=O)C(C)O2` (stereo unspecified) in the list: 4%	3%	1%
`O=C(CCN1C(=O)c2cccc3cccc(c23)C1=O)NCc1cccnc1` in the list: -2%	10%	-2%
`Brc1ccccc1OCCN1CCCC1` in the list: -28%	5%	x
`FC(F)(F)c1ccccc1Cc1c(-c2ccc(Cl)cc2)nc2c3ccccc3ccn12` in the list: 26µM*	u	x

(further entries)
SMILES	DT40 TDP1 no CPT	TDP1 cell CPT	KAT2A inh
OCCN1CCN(c2nc(N3CCCCC3)nc(N3CCCCC3)n2)CC1	18µM*	u	-1%
O=C(COc1ccccc1)N[C@@H]1c2ccccc2CC[C@@H]1OCc1ccccc1	-18%	u	-7%
C=C(C)COc1cc2oc(=O)c(CC(=O)N3C[C@H]4C[C@@H](C3)c3cccc(=O)n3C4)c(C)c2cc1Cl	u	u	-5%
CCCOc1ccc(C(=O)Nc2ccc3oc(-c4ccncc4)nc3c2)cc1	u	u	-7%
CC(=O)Nc1ccc(NC(=O)C(C)OC(=O)CNS(=O)(=O)/C=C/c2ccc(C)cc2)cc1 (stereo unspecified)	0%	-2%	-2%
CCCn1nnc(NC(=O)COc2ccc(Cl)cc2)n1	-9%	4%	x
CC(CCc1ccccc1)NC(=O)COC(=O)CC1CC2CCC1C2 (stereo unspecified)	-14%	1%	0%
COc1ccc(-c2nnnn2C(C)C)cc1	u	15%	-5%
COC(=O)/C(=C\c1ccc([N+](=O)[O-])o1)NC(=O)c1ccccc1	11µM*	14µM*	-9%
CCOC(=O)c1c(NC(=O)Cn2nc([N+](=O)[O-])c(Br)c2C)sc2c1CCC(C)C2 (stereo unspecified)	u	-22%	-29%
FC(F)(F)c1cccc(N2CCN(c3nc4ccccc4n4cnnc34)CC2)c1	23µM*	u	-7%
COCCNC(=O)/C(C#N)=C/c1c(N2CC(C)OC(C)C2)nc2ccccn2c1=O (stereo unspecified)	4%	-13%	1%
O=c1[nH]nc(CNc2ccc(OC(F)(F)F)cc2)c2ccccc12	18µM*	21µM*	8%
CCCCn1c(N)c(N(Cc2ccccc2OC)C(=O)C2=COCCO2)c(=O)[nH]c1=O	-10%	-14%	-4%
Cc1nnc(NC(=O)NCN2C(=O)C3C4C=CC(C4)C3C2=O)s1 (stereo unspecified)	-19%	-10%	-9%
CCOC(=O)c1cn2nc(N3CCCCC3)ccc2n1	-18%	4%	-7%
Clc1ccc(-c2nnc3c4ccccc4nc(N4CCOCC4)n23)cc1Cl	10µM*	18µM*	20%
CCC(=O)c1cn(CC(=O)Nc2ccc(C)cc2C)c2ccccc12	-29%	-18%	-7%
CSc1nc2sc3c(c2c(=O)n1C)CCC3	7%	0%	u
O=C(N/N=C1\SCC(=O)N1CCc1ccccc1)c1cccs1	1%	2%	-4%
Cc1ccc(Sc2ccc(N3CCCC(C(=O)Nc4ccc(Br)cc4)C3)nn2)cc1 (stereo unspecified)	u	u	-9%
COc1ccc(C(=O)N2CCC3(CCN(C(=O)Nc4ccccc4)CC3)CC2)cc1	u	9%	6%
Cc1ccc2nc(Cl)c3cc(C(=O)NC4CCCCCC4)sc3c2c1	-21%	-14%	-4%
Nc1cc(=O)[nH]c(SCC(=O)Nc2cc(Cl)cc(Cl)c2)n1	u	-12%	-3%
COc1ccc(CNC(=O)Cn2c(-c3ccccc3)cc(C(C)=O)c2C)cc1OC	u	10µM*	-3%
The list continues:
SMILES	DT40 TDP1 no CPT	TDP1 cell CPT	KAT2A inh
Cc1ccc(-n2c(CNc3ccc(F)cc3)nnc2SCC(=O)NCc2ccco2)cc1	u	16µM*	1%
O=[N+]([O-])c1ccc(CS(=O)(=O)c2ccc(Cl)cc2)cc1	-22%	u	-18%
COc1ccccc1NC(=O)c1cc(C(=O)Nc2ccccc2OC)cc(N2C(=O)CCC2=O)c1	-21%	-5%	-3%
Cc1ccccc1OCCCCn1c(CO)nc2ccccc21	10µM*	9.2µM*	-8%
Cc1ccccc1N(CC(=O)NCc1ccc2c(c1)OCO2)C(=O)CCC(=O)Nc1ccccn1	u	-19%	-3%
CCOC(=O)[C@H]1[C@H]2COc3ccccc3[C@@H]2N2C(=O)c3cc(OC)c(OC)cc3NC(=O)[C@@]12C	-25%	-29%	-8%
COc1ccc(NC(=O)c2cc(CC(C)C)nc3ccccc23)cc1	u	-17%	1%
COc1ccccc1-c1nnc(SCC(=O)Nc2cc(C)on2)o1	8%	15%	x
O=C1NC(=O)c2cc(NC(=O)C3CCCCC3)ccc21	-1%	-2%	-1%
Cn1c(=O)n(Cc2ccccc2F)c(=O)c2c1nc1n2CCCN1CCc1ccccc1	-4%	3%	-1%
CN1CCN(C(=O)CCN2C(=O)S/C(=C/c3ccc(Cl)cc3)C2=O)CC1	13µM*	13µM*	-11%
Cc1nn(C)cc1/C=N/NC(=O)Cn1nnc(N)n1	3%	6%	-5%
Cc1ccc(NC(=O)CN2C(=O)CCSc3ccc(S(=O)(=O)N4CCCC4)cc32)cc1C	u	u	-1%&3%
COc1ccc(N(CC(=O)NCc2cccnc2)S(=O)(=O)c2c(C)nn(C)c2C)cc1	-3%	-2%	-2%
CN(C(=O)CSc1nc2ccccc2n1CCc1ccccc1)C1CCS(=O)(=O)C1 (stereo unspecified)	-21%	-24%	-10%
CCOC(=O)N1CCC(N2C(=O)c3ccccc3C2Nc2ccccc2C)CC1 (stereo unspecified)	u	u	-4%
COc1ccc(CCC(C(O)C(F)(F)F)S(=O)c2ccccc2)cc1 (stereo unspecified)	-15%	u	-2%
CC1(C)CC(NC(=O)c2ccccn2)CC(C)(C)N1O	-2%	-7%	-7%
Cc1cc(C)c(C)c(OCCCOc2cccc3cccnc23)c1	3%	u	-9%
Cc1ccc(-c2nnc(Nc3ccc(O)cc3)c3ccccc23)cc1S(=O)(=O)NC(C)(C)CO	8.2µM*	16µM*	-6%
CCCc1ccc(OCC(=O)Nc2sc3c(c2C(=O)OCC)CCC(C(C)(C)C)C3)cc1 (stereo unspecified)	-3%	-4%	-1%
CCc1nc2c(OCc3cc(Cl)cc(Cl)c3)cccn2c1N(C)C(=O)CC(C)C	u	26µM*	x
C[C@H](CO)N1C[C@H](C)[C@@H](CN(C)S(=O)(=O)c2cn(C)cn2)Oc2ccc(NC(=O)Cc3ccccc3)cc2C1=O	-12%	-6%	0%
COc1ccc(S(=O)(=O)N2CCCC(C(=O)NCc3cccnc3)C2)cc1C (stereo unspecified)	-29%	-24%	x
COCCc1nn2c(=O)cc(COC(=O)c3cc(OC)c(OC)c(OC)c3)nc2s1	-13%	-8%	-10%

Five entries from above in a different format.
Results follow in this order: DT40 TDP1 no CPT, TDP1 cell CPT, KAT2A inh
COc1ccccc1NC(=O)c1cc(C(=O)Nc2ccccc2OC)cc(N2C(=O)CCC2=O)c1
→ -21%, -5%, -3%
COc1ccccc1-c1nnc(SCC(=O)Nc2cc(C)on2)o1
→ 8%, 15%, x
Cc1ccc(NC(=O)CN2C(=O)CCSc3ccc(S(=O)(=O)N4CCCC4)cc32)cc1C
→ u, u, -1%&3%
CCc1nc2c(OCc3cc(Cl)cc(Cl)c3)cccn2c1N(C)C(=O)CC(C)C
→ u, 26µM*, x
CN1CCN(C(=O)CCN2C(=O)S/C(=C/c3ccc(Cl)cc3)C2=O)CC1
→ 13µM*, 13µM*, -11%

Going on with the list.
SMILES	DT40 TDP1 no CPT	TDP1 cell CPT	KAT2A inh
Nc1ccccc1-c1n[nH]c(=S)s1	17%	3%	u
COc1cc2[nH]c(=O)n(CCCCCC(=O)NCCc3c[nH]c4ccccc34)c(=O)c2cc1OC	u	u	1%
Cc1ccc(C2C(/C=C3/SC(=S)NC3=O)=C(c3cccs3)Oc3ccccc32)cc1 (stereo unspecified)	u	-23%	-5%[0.501 µM]
CN(C)N1C(N)=C(C#N)C(c2ccc(F)cc2)C2=C1CCCC2=O (stereo unspecified)	1%	15%	-19%
O=C(NCC(=O)N1CCN(Cc2ccccc2)CC1)c1ccc(Br)cc1	-23%	u	0%
N#Cc1c(N)nc2c3c(sc(=N)c2c1N)NC(=O)CC3c1c(F)cccc1Cl (stereo unspecified)	6.5µM*	u	-14%
Cc1[nH]c2ccccc2c1/C=C/C(=O)c1ccncc1	-21%	-9%	-4%
COc1ccc(NC(=O)c2sc(=O)n(Cc3ccc4ccccc4c3)c2C)cc1OC	u	u	x
CNC(=O)NNC(=O)c1nc(-c2ccccc2)c(C)o1	-5%	6%	-28%
CS(=O)(=O)Nc1cccc(C2=NN(S(=O)(=O)c3ccccc3)C(c3ccco3)C2)c1 (stereo unspecified)	12%	u	-7%
CS(=O)(=O)c1ccc(S(=O)(=O)N2CCC(CO)(CCCc3ccccc3)CC2)cc1	u	u	3%
CC(=O)Nc1nonc1-c1nnc(SCC(=O)Nc2ccccc2)n1-c1ccccc1	-26%	-2%	-12%

Screening results as filed in PubChem.
